# Rev-RRE block: disrupts HIV-1 Rev binding to RRE RNA; actives 0.79% (n = 97,000); P05866; inhibition, % at 8 µM; Rev peptide-RRE RNA binding, FRET;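 active = inhibition above the screen-wide mean plus 3 SD, cut at about 35% in these data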;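 note: 0% = median DMSO wells and 100% = median Neomycin B control wells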
# Target sequence (P05866 whole entry, looked up): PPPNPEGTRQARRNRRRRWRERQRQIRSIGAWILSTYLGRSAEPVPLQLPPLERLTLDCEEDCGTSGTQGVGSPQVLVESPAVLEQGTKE
#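 Test system: Cy5-tagged RRE RNA duplex with fluorescein-tagged Rev peptide; Probe or stimulus: labelled Rev peptide; Schedule: 5 min preincubation and 15 min binding, 25 °C; Signal: FRET fluorescence readout; Evaluation: % inhibition from 671/540 nm acceptor-to-donor ratio, scaled between controls; Control set: DMSO and neomycin B.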
# Plk1 PBD FP: inhibitors of human Plk1 polo box domain binding. P53350. Plk1 PBD phosphopeptide binding, fluorescence polarization. inhibition, %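 (tested at about 20 µM)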. actives 0.13% (n = 97,000). AID 693; in the data active = inhibition above about 34%, passing the limit was not always enough
# PTPN22 inh 2: inhibitors of human LYP (PTPN22) phosphatase | actives 0.21% (n = 96,000) | recombinant LYP catalytic domain, DiFMUP fluorescence | Q9Y2R2 | inhibition, % at 2 µM;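 active = inhibition at 2 µM at or above a set limit, the screen mean plus 3 SD, cut at about 24% in these data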;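 note: 0% = DMSO with enzyme and 100% = enzyme fully blocked by orthovanadate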
# PTPN22 act: increases human PTPN22 phosphatase activity; AID 697; actives 0.11% (n = 96,000); recombinant LYP, DiFMUP fluorescence; 0 = plate median, 100 = signal doubled; Q9Y2R2; activation, % at 2 µM;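 active = activation at 2 µM above a set limit, the mean plus 5 SD, cut at about 37% in these data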
# EphB4 antag: antagonists of human EphB4-ephrin-B2 interaction. EphB4 LBD / TNYL-RAW-Alexa532 peptide, fluorescence polarization. actives 0.15% (n = 97,000). inhibition, % at 7 µM. P54760;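 active = inhibition above the screen-wide mean inhibition plus 3 SD, cut at about 15% in these data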;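 note: 0% = DMSO wells and 100% = excess unlabeled TNYL-RAW peptide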
# CYP2C9 act: CYP2C9 (human) activation. recombinant CYP2C9, luciferin-H conversion, luminescence; hits give high values; factor 1 = untreated enzyme, 0 = blocked. AID 1024. activation factor at 5 µM. actives 1.4% (n = 96,000). P11712;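 active = activation factor of 2 or more for CYP2C9 at a 5 µM dose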;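 note: 0 = sulfaphenazole-blocked wells and 1 = vehicle-only wells; values of inactives mirror those of a sister screen read the other way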
# Target sequence (P11712 whole entry, looked up): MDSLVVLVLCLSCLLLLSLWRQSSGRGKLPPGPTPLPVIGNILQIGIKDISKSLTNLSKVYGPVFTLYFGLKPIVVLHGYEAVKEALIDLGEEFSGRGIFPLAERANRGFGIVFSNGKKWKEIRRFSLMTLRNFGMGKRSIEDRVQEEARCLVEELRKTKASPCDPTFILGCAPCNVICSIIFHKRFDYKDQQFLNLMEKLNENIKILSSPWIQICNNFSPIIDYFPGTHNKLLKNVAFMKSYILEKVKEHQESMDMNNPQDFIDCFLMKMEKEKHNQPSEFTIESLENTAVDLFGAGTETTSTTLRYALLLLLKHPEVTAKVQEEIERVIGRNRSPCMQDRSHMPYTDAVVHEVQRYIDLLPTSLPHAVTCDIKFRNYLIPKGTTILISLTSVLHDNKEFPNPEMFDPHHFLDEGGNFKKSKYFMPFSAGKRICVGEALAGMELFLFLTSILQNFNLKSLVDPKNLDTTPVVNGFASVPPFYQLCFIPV
# Calb biofilm kill: kills Candida albicans biofilms | C. albicans biofilm + clotrimazole, Alamar Blue | inhibition, % at 6 µM | actives 0.14% (n = 85,000);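 active = inhibition above 20%; inactive = inhibition below 20%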;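 note: preformed 24 hr biofilms exposed to compound for 48 hr; 0% = biofilm without compound and 100% = blank killed by clotrimazole plus chlorhexidine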
# PLK1 kinase inh: PLK1 (human) kinase inhibition; P53350; actives 0.53% (n = 97,000); recombinant PLK1 kinase, TR-FRET peptide phosphorylation; inhibition, % at 10 µM;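 active = inhibition of 50% or more in the single-concentration screen; inactive = inhibition below 50%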;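 note: 0% = DMSO max control and 100% = H-89 dihydrochloride min control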
# CYP2C9 inh: human CYP2C9 inhibition | inhibition, % at 5 µM | CYP2C9 Supersomes, luciferin-H conversion, luminescence | actives 20% (n = 96,000) | P11712;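 active = blocking of liver enzyme CYP2C9 beyond about 50% at 5 µM, limit read from the data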; note: values of inactives mirror those of a sister screen read the other way
# Active calls of the source: *; . = no result given.
# A first look:
SMILES,Rev-RRE block,Plk1 PBD FP,PTPN22 inh 2,PTPN22 act,EphB4 antag,CYP2C9 act,Calb biofilm kill,PLK1 kinase inh,CYP2C9 inh
CCOC(=O)c1cc(-c2ccccc2)n(CC(=O)N2CCCC2)c1C,5,-28,-9,7,11,0.9,8,-6,9
CC(=O)Nc1ccccc1C(=O)N1CC(C)OC(C)C1 (stereo not drawn),4,-9,-6,4,-3,1,5,-3,3

# This part in full, from the start:
SMILES,Rev-RRE block,Plk1 PBD FP,PTPN22 inh 2,PTPN22 act,EphB4 antag,CYP2C9 act,Calb biofilm kill,PLK1 kinase inh,CYP2C9 inh
CCOC(=O)c1cc(-c2ccccc2)n(CC(=O)N2CCCC2)c1C,5,-28,-9,7,11,0.9,8,-6,9
CC(=O)Nc1ccccc1C(=O)N1CC(C)OC(C)C1 (stereo not drawn),4,-9,-6,4,-3,1,5,-3,3
CN1CCCc2cc(C=O)ccc21,4,21,-30,29,-9,.,8,-3,.
Cc1ccc(OCC(=O)N2CCCCC2)c(Br)c1,3,6,5,-8,4,1.1,7,4,-9
COc1ccc(OC)c(S(=O)(=O)NC2CCN(Cc3ccccc3)CC2)c1,3,3,7,-7,-3,0.8,6,-11,25
CCNC(=O)CC1C(=O)N(c2ccc(F)cc2)C(=O)N1CCC(C)C (stereo not drawn),9,-24,-9,12,4,1,1,-15,-5
Cc1nnc(N)nc1C,11,9,-6,5,6,0.8,.,-6,22
COc1ccc(NC2=NCC(=O)N2c2ccccc2F)c(OC)c1,10,-34,-2,3,6,1,8,1,-2
O=C(C1CC1)N1CCN(c2nc3ccccc3s2)CC1,5,3,5,-1,-1,1.1,5,-10,-5
COc1ccc(C(C(=O)NC2CCCC2)N(Cc2ccc(C)cc2)C(=O)c2ccn[nH]2)cc1OC (stereo not drawn),2,-14,11,-9,-3,0.8,.,-10,20
NC(=O)c1cc2cc(Br)ccc2oc1=NCc1ccccc1,7,18,7,-6,0,1.2,4,-8,-22
Cc1cccc2cc(CN(Cc3ccco3)S(=O)(=O)c3ccc4c(c3)OCCO4)c(=O)[nH]c12,11,6,0,-1,-2,0.4,1,-9,56*
CCc1nnc(NC(=O)C2c3ccccc3Oc3ccccc32)s1,3,-7,2,-3,1,.,1,-12,.
COc1ccc2nc(C(F)(F)C(F)(F)F)c(C#N)c(N)c2c1,12,16,3,-3,-2,0.7,4,-17,26
Cc1onc(-c2ccccc2Cl)c1C(=O)NCc1ccc(S(N)(=O)=O)cc1,8,-22,-6,4,0,0.6,5,-3,45
Cc1ccc(CNC(=O)CSc2nc3ccccc3c(=O)n2CCCO)cc1,-1,-16,5,-7,-4,0.1,7,-14,87*
Cc1ccc2[nH]c(=O)c(CN(CCc3ccccc3)Cc3nnnn3CC3CCCO3)cc2c1 (stereo not drawn),7,14,10,-4,8,.,7,-9,.
O=C(Cn1c(C2CC2)nc2ccccc2c1=O)Nc1ccc(Br)cc1,4,-4,7,-8,6,0.5,1,-6,51*
CCC(C)NS(=O)(=O)c1ccc(OCC(=O)N2CCCCC2)cc1 (stereo not drawn),-4,-5,-2,5,-1,1,0,3,-5
CCCCOC(=O)Nc1nc2ccccc2s1,5,-13,-1,-2,-6,0.8,7,-1,16

# Arranged by heavy-atom count (largest number first): part of the list above.
SMILES,Rev-RRE block,Plk1 PBD FP,PTPN22 inh 2,PTPN22 act,EphB4 antag,CYP2C9 act,Calb biofilm kill,PLK1 kinase inh,CYP2C9 inh
Cc1onc(-c2ccccc2Cl)c1C(=O)NCc1ccc(S(N)(=O)=O)cc1,8,-22,-6,4,0,0.6,5,-3,45
CCNC(=O)CC1C(=O)N(c2ccc(F)cc2)C(=O)N1CCC(C)C (stereo not drawn),9,-24,-9,12,4,1,1,-15,-5
O=C(C1CC1)N1CCN(c2nc3ccccc3s2)CC1,5,3,5,-1,-1,1.1,5,-10,-5
Cc1nnc(N)nc1C,11,9,-6,5,6,0.8,.,-6,22

# Following part
SMILES,Rev-RRE block,Plk1 PBD FP,PTPN22 inh 2,PTPN22 act,EphB4 antag,CYP2C9 act,Calb biofilm kill,PLK1 kinase inh,CYP2C9 inh
Cc1ccc(-c2nnn(CC(=O)N3CCCCC3)n2)c(-n2cnnn2)c1,5,-8,8,-10,0,1.3,5,-11,-25
COc1cccc(/C(O)=C2/C(=O)C(=O)N(c3ccccn3)C2c2ccc(OC)c(OC)c2)c1 (stereo not drawn),-4,-4,-7,13,0,0.8,3,-12,18
C=CCN=C1SCC(=O)N1S(=O)(=O)c1ccccc1,11,-14,-7,6,3,1,8,17,4
CC(=O)N1CCCc2cc(S(=O)(=O)NC(C(=O)NCc3ccc(C)cc3)C(C)C)ccc21 (stereo not drawn),-2,1,-6,4,-8,0.9,5,-8,8
CC1CCN(S(=O)(=O)c2ccc3c(c2)CCN3C(=O)CCC(=O)O)CC1,6,-20,-11,8,2,1.2,8,-8,-17
CCCCCCc1ccc(-c2ncc(N)cn2)cc1,6,-10,-4,7,-2,0.8,2,-6,23
Cc1cccc(-n2c(SCC(=O)N3CCCC3)nnc2-c2ccccn2)c1C,-5,-20,-11,9,-5,1,4,-19,-4
COc1cc(/C=C(/C#N)c2nc3ccccc3[nH]2)ccc1OCC(=O)Nc1ccccc1C(C)C,-5,-28,9,-5,-1,0.4,.,-13,60*
CCc1nnc(NC(=O)c2cccc(S(=O)(=O)N3CCN(c4ccccc4)CC3)c2)s1,9,-2,6,-6,-9,0.6,4,-4,43
CC(C)C1=NN2C(=N)CC(=O)N=C2S1,9,6,15,-13,1,0.9,.,-7,8
COc1ccc(C(C#N)N2CCCCCC2)cc1OC (stereo not drawn),6,-16,-4,2,3,1.1,7,1,-7
COc1ccc(-c2noc(CSc3nnc(Cc4ccccc4)n3-c3ccc(Cl)cc3)n2)cc1,2,4,14,-11,3,0.2,0,-14,80*
NC(=O)CSc1nc2ccccc2n1-c1ccccc1,0,-1,12,-12,-2,.,4,-7,.
O=C(CC1SC2=NCCN2C1=O)Nc1ccc(Br)cc1 (stereo not drawn),8,-28,6,-3,4,.,11,5,.
O=C(NC1CCCCC1)C(c1cccs1)N(CC1CCCO1)C(=O)c1csnn1 (stereo not drawn),3,5,14,-16,3,1.1,4,-5,-10
COc1cccc(CN2C(=O)C3CCCN3c3ccc(S(=O)(=O)N4CCOCC4)cc32)c1 (stereo not drawn),6,20,5,-2,4,0.4,.,-18,62*
N#CCN1CCC/C1=C\[N+](=O)[O-],9,-3,6,-10,2,0.9,0,-9,15
O=c1[nH]c2cc3c(cc2cc1C(c1nnnn1C1CCCC1)N1CCSCC1)OCCO3 (stereo not drawn),3,32,4,-3,-8,1.1,4,-11,-13
CC(C)(C)C1CCC(C(=O)Nc2ccccc2)CC1 (stereo not drawn),11,-4,4,-6,8,0.7,.,-4,32
O=c1c2c(nc3nc[nH]n13)CCC2,6,7,6,-7,-4,1.1,5,-1,-10
C/C(=C\C(=O)O)C(=O)Nc1nccs1,3,-28,-3,-1,-4,1,.,-25,-2
CCCCNC(=O)CSc1nc2ccc(NC(=O)CSc3nnc(COc4ccccc4C)n3C)cc2s1,9,5,15,-12,-4,0.2,.,-11,75*
Cn1nnnc1SCC(=O)NCc1ccco1,10,-15,-6,5,11,1.1,10,-9,-12
CCOC(=O)c1cccc(NC(=O)CCc2nc(-c3ccc(C)cc3)no2)c1,9,-14,-10,9,-5,0.7,-4,-6,29
CCOC(=O)C(C)Sc1nnc(-c2ccccc2O)n1Cc1ccccc1 (stereo not drawn),4,7,9,-6,1,0.7,-1,-12,31
CC1=CC(c2ccccc2)n2nc(N3C(=O)CCC3=O)nc2N1 (stereo not drawn),4,-10,0,-3,-2,.,-3,-6,.
Cc1ccc(C)c(NC2=NCC(=O)N2c2ccc3c(c2)OCCO3)c1,3,-18,-1,0,2,.,7,-9,.
CCOC(=O)C(CC)Sc1nnc2c3cc(C)ccc3n(C)c2n1 (stereo not drawn),0,-23,-5,5,7,0.7,-1,-8,34
Cc1ccc(C(CC(=O)O)C2CCOC(C)(C)C2)cc1 (stereo not drawn),-3,38,-6,2,-6,1.1,2,-12,-15
Cc1nn2c3ccccc3n(Cc3ccccc3)c2nc1=O,10,-10,1,-1,2,.,5,-13,.
Cc1ccc(-c2nn(-c3ccccc3)cc2C=C2C(=O)CC(C)(C)CC2=O)cc1,10,-13,5,-2,-2,.,.,-6,.
Cc1cc(C)nc(SCC(=O)Nc2ccc(S(=O)(=O)Nc3nccs3)cc2)n1,2,-4,3,-5,0,0.8,.,-14,17
COc1ccc(CC(=O)NC2CCN(Cc3nnnn3C(C)(C)C)CC2)cc1OC,4,-2,10,-13,3,1.1,6,-4,-9
CSc1nnc2c(n1)c(C)nn2-c1cccc(C)c1,12,6,3,-3,4,.,10,0,.
COc1ccc(CN(C(=O)c2cc3ccccc3oc2=O)C2CCCCC2)cc1OC,4,1,1,-2,4,.,6,-12,.
CCOC(=O)CN1C(=O)S/C(=C/c2cc(C)n(-c3ccccn3)c2C)C1=O,6,-16,0,1,-9,0.7,6,1,35
COC(=O)CC1COc2ccccc2N1C(=O)c1ccc(C(C)(C)C)cc1 (stereo not drawn),-2,-15,9,-7,-7,0.2,.,-3,77*
COc1cc(NC(=O)c2ccc(Br)o2)ccc1NC(=O)c1ccccc1Cl,18,-11,-2,1,2,0.2,8,-8,77*
CSc1cccc(NS(=O)(=O)c2ccc(F)cc2)c1,3,7,-17,11,6,0.1,6,-3,91*
Cc1cccc(C)c1NC(=O)Cn1c(=O)n(CCC(=O)NCc2ccco2)c(=O)c2sccc21,5,-22,-2,1,4,0.6,.,-5,44
Cc1cc(C)n(-c2ncnc3sc4c(c23)CC(C)CC4)n1 (stereo not drawn),5,-5,-1,-1,6,0.5,5,-4,49
O=C1C=C(c2ccccc2)OC2(CCCC2)O1,4,-10,-7,5,1,1.1,4,1,-12
CCC(=O)Nc1ccc(C(=O)CSc2nnc(-c3ccc(O)cc3)n2CC2CCCO2)cc1 (stereo not drawn),8,-12,4,-2,2,0.8,.,-9,16
O=C(CSc1nc2ccccc2o1)NCc1ccco1,5,-16,2,-3,-2,1,6,-7,0
O=C(Nc1ccc(Cn2nnc3ccccc32)cc1)c1ccco1,-4,13,-14,12,-1,0.9,4,6,8
O=C(Nc1cccc2nsnc12)c1ccc(F)cc1,6,-2,5,-6,1,0.9,0,1,9
COc1ccc(NC(C)=O)cc1NC(C)C(=O)Nc1ccc(F)c(F)c1F (stereo not drawn),5,-14,-6,5,-5,0.5,6,-16,47
O=C(O)CCn1c(=O)c2ccccc2c2ccccc2c1=O,5,-2,-2,5,1,0.8,5,-8,24
CCCC(=O)NCCc1ccc(F)cc1,5,-12,2,0,0,0.9,1,-9,9
CCCCCCCCC(=O)N/N=C(\C)c1cccnc1,11,-13,6,-5,-1,.,7,4,.
CC1(C)C(N(O)C(=O)Nc2ccccc2)N(c2cccc(Cl)c2)C(=O)N1O (stereo not drawn),2,11,-7,7,-2,0.3,13,-1,73*
O=C1CCc2cc(S(=O)(=O)N3CCN(Cc4ccc5c(c4)OCO5)CC3)ccc2N1,6,14,0,-2,4,0.8,.,-3,15
CCCCCC(=O)Nc1ccc(N2CCN(S(C)(=O)=O)CC2)cc1,8,6,-6,4,2,1.1,11,-4,-14
COc1cc(CNc2nc3ccccc3[nH]2)cc(OC)c1OC,2,-1,-7,4,4,.,2,-6,.
CC(C)Cn1cnc2c1c(=O)n(CC(O)c1ccccc1)c(=O)n2CC(C)C (stereo not drawn),1,9,-13,14,2,1.1,7,-8,-6
O=C1CCN(C(=O)Nc2ccccc2Cl)N1,6,28,3,0,-9,1,.,-4,4
CN(CC(=O)Nc1ccc(F)c(F)c1F)C1CCCCC1,1,17,-13,12,-4,1,.,-6,-2
CNC(=O)c1ccc2nc(NC(C)=O)sc2c1,10,14,4,2,4,0.8,7,-1,22

# Source: PubChem BioAssay
